S2 tox: Viability Counterscreen for Primary qHTS for Inhibitors of ATXN expression. 0.49% of 400,000 active. S2 cells (HEK-293 line with an ATXN2-luciferase reporter) viability, CellTiter-Fluor protease fluorescence, 24 h. Potency, µM (doses to about 56.7 µM), actives largely listed as cytotoxic; note: potency is the fitted concentration of half-maximal effect; nearly all actives have a fitted effect of over 40% in size
TGFb inhibitor: qHTS for Inhibitors of TGF-b. AID 588855, 2011. Potency, µM (top dose mostly 46.1 µM), inactives show at the top dose activity, negative = inhibition, usual class: inhibitors. HepG2 CAGA-GFP TGF-b/SMAD3 reporter, GFP fluorescence, 18 h; TGF-beta stimulated, 500 pg/mL final. 1.2% of 410,000 active; note: potency is the fitted concentration of half-maximal effect; % is set by controls: 0 for no effect and ±100 for the full control effect; nearly all actives have a fitted effect of over 65% in size
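Cell-based qHTS in HEPG2 carrying a CAGA-GFP Smad reporter; compounds added before 500 pg/mL final TGF-beta, 18 h incubation at 37 degrees C, GFP fluorescence quantified per cell by imaging cytometry.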
Nrf2 activator: qHTS of Nrf2 Activators; Potency, µM (highest dose often 46.1 µM), for inactives: at the top dose activation, actives largely listed as activators; 0.31% of 410,000 active; AREc32 ARE-luciferase reporter (MCF7-derived line), luminescence, 24 h; note: potency is the fitted concentration of half-maximal effect; % of control where 0% means no effect; nearly all actives have a fitted effect of over 65% in size
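Steps: seed AREc32_Fluc cells (1000/well, 5% FBS OPTI-MEM); incubate overnight at 37 deg C; add 23 nL compound; incubate 24 hr; add Steady-Glo; hold 30 min RT; read luminescence.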
ATXN2 expr inh: Primary qHTS for Inhibitors of ATXN expression; HEK-293 ATXN2-luciferase reporter, luminescence, 24 h; 0.72% of 360,000 active; Potency, µM (highest dose often 57 µM), for inactives: at the top dose activity change, negative = inhibition, most hits filed as inhibitors; note: potency is the fitted concentration of half-maximal effect; % is set by controls: 0 for no effect and ±100 for the full control effect; nearly all actives have a fitted effect of over 55% in size
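qHTS (up to 57 uM final) was run with 24 h compound exposure of reporter cells at 37 °C. Each well was multiplexed: SteadyGlo luminescence measured ATXN2-luciferase expression after a fluorogenic Gly-Phe-AFC viability readout (25 uM final).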
HepG2 viability: qHTS for Inhibitors of TGF-b: Cytotox Counterscreen | Potency, µM (series often up to 46.1 µM), without a hit: at the top dose activity change, negative = cytotoxicity, actives largely listed as cytotoxic | HepG2 CAGA-GFP viability, ATP luminescence, 18 h | AID 588856, 2011 | 0.76% of 410,000 active; note: potency is the fitted concentration of half-maximal effect; some results filed as inactive show a strong effect at the top dose
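CellTiter-Glo luminescence gave cytotoxicity after 18 hours at 37 degrees C. The cells were HepG2 CAGA-GFP in 1% FBS DMEM, stimulated with 500 pg/mL TGF-beta after compound addition. %Activity was normalised to no-cell wells (complete cell-killing) and DMSO (no toxicity), and curves were fitted and classified.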
Nrf2 block: Nrf2 qHTS screen for inhibitors; A549 ARE-Fluc reporter, luciferase luminescence, 18-24 h; Potency, µM (doses to about 46 µM), for inactives: top-dose activity change, negative = inhibition, actives largely listed as inhibitors; 2.1% of 360,000 active; AID 504444, 2011; note: potency is the fitted concentration of half-maximal effect; % is set by controls: 0 for no effect and ±100 for the full control effect; nearly all actives have a fitted effect of over 60% in size
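Two sequential reads on A549 ARE_Fluc cells exposed to compound for 18-24 h: a CellTiter-Fluor fluorescence read for viability, then a luciferase luminescence read for Nrf2/ARE activity.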
MCF10A rerep: A quantitative high throughput screen for small molecules that induce DNA re-replication in MCF 10a normal breast cells | 2.9% of 350,000 active | AID 624296, 2012 | Potency, µM (highest dose often 46.1 µM), for inactives: top-dose activity, positive = re-replication, usual class: activators | MCF 10A DNA re-replication, Hoechst nuclear intensity, 48 h; note: potency is the fitted concentration of half-maximal effect; % of control where 0% means no effect; nearly all actives have a fitted effect of over 50% in size
IL1B secr inh: qHTS for Inhibitors of Inflammasome Signaling: IL-1-beta AlphaLISA Primary Screen; THP-1 LPS/ATP IL-1B secretion, AlphaLISA, 16 h; stronger effect = lower value; activity change, % at 57.5 µM; 4.7% of 360,000 active; AID 743279, 2014; in the data active = activity change below about -50%; inconclusive = mostly about -30% to -49%; note: % is set by controls: 0 for no effect and ±100 for the full control effect
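Secreted IL-1B measured by AlphaLISA bead assay after 16 h compound exposure of THP-1 cells; compounds (final up to 57.5 uM) added 1 h before LPS (250 ng/mL) and ATP (1.25 mM) stimulation; lower signal means less secretion.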
A549 tox: Nrf2 qHTS screen for inhibitors: counterscreen for cytotoxicity; Potency, µM (titrated, usually from 46 µM), inactives show at the top dose activity change, negative = cytotoxicity, usual class: inhibitors; A549 ARE-Fluc cells, CellTiter-Fluor viability, 18-24 h; 0.16% of 390,000 active; note: potency is the fitted concentration of half-maximal effect; % is set by controls: 0 for no effect and ±100 for the full control effect
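A549 ARE-Fluc cells in 5% FBS OPTI-MEM, 5000 cells/well, rested 2 h then exposed to compounds in concentration-response for 18-24 h at 37 °C. Viability by CellTiter-Fluor fluorescence (Ex 405/Em 525) after 30 min; luciferase luminescence (BugLite, 15 min, RT) read afterwards.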
Active calls of the source: *; i = inactive; u = inconclusive; x = not tested or not shown; & = joins results of further samples; [ ] = dose if it differs, or a comment. Unless noted, calls come from the whole dose curve; as a rule, active = well fitted curve in the direction sought with a large enough effect; inconclusive = small, poorly fitted or top-dose-only effect, or another doubt; inactive = no such curve, though single readings can be large; an effect the other way counts as inactive or inconclusive.

Molecule | S2 tox | TGFb inhibitor | Nrf2 activator | ATXN2 expr inh | HepG2 viability | Nrf2 block | MCF10A rerep | IL1B secr inh | A549 tox
Cc1cccc(NC(=O)CCn2cnnn2)c1C | i | -1% | -0.3% | 4% | -4% | 2% | x | x | -10%
COCCN(Cc1cc2ccc(C)c(C)c2nc1Cl)C(=O)N1CCOCC1 | i | 0% | 1.7% | -6% | -17% | -8% | 0% | u | 1%
CCC(C)(C)n1nnnc1C(c1ccc(OC)c(OC)c1)N1CCN(c2ccccc2)CC1 (stereo not given) | i | -7% | -0.6% | -4% | 1% | -17% | 0% | -21 | -10%
CCCCN1CC(c2nc3ccccc3n2CCCCOc2ccc(C)c(C)c2)CC1=O (stereo not given) | x | 11µM* | -2.6% | u | -103% | 0% | x | x | 6%
FC(F)Oc1ccc(NC(=S)NN2CCOCC2)cc1 | i | 2% | -0.2% | 2% | -1% | 4% | 4% | 7 | 3%
Nc1nc(SCC(=O)N2CCCCC2)[nH]c(=O)c1NC(=O)c1cccs1 | u | -17% | 0.1% | 4% | 6% | 7% | 2% | 11 | 2%
Cc1c(Cl)c(C(=O)N2CCCCCC2)nn1C | i | 1% | -0.4% | 0% | 4% | -8% | -3% | -8 | -4%
O=c1c2c(-c3ccc(Cl)cc3)ccnc2[nH]n1-c1ccccc1 | i | 15% | -0.3% | 13% | -21% | 1% | x | x | 3%
Cc1ccc2c(c1)c1c3n2CCN(C(=O)c2ccc(C(F)(F)F)cc2)C3CCC1 (stereo not given) | i | 10% | -0.3% | -5% | 2% | -15% | x | x | 10%
O=C(CCS(=O)(=O)c1nc(-c2cccs2)cc(C(F)(F)F)n1)Nc1ccc(OC(F)(F)F)cc1 | 16µM* | -17% | u | -18% | -39% | 6%[9.27 µM] | x | x | -1%
O=C(CCn1c(=O)oc2ccccc21)Nc1ccc(C(=O)O)cc1 | i | 5% | -0.5% | -7% | -3% | -14% | -25% | 5 | -17%
O=C(Nc1cc(Cl)cc(Cl)c1)c1ccc2c(c1)N(Cc1cccc(Cl)c1)C(=O)c1ccccc1S2=O (stereo not given) | i | -1% | -0.2% | 3% | -1% | x | x | x | 10%
COc1cccc(N2C(=O)CSC23C(=O)N(CC(=O)Nc2cccc(Cl)c2)c2ccccc23)c1 (stereo not given) | i | -24% | 0.9% | 2% | -18% | u | x | x | -29%
Cc1c(C(=O)N2CCN(C)CC2)oc2ccc(Br)cc12 | i | 1% | 5.2% | 44%[activator] | -5% | u | u | u | u
Cc1ccc2sc(C)[n+](CCO)c2c1 | i | 8% | 2.2% | -24%[11.3 µM] | 1% | -2% | 17% | -71* | 0%
O=C(CSc1nnc(-c2ccccc2Cl)o1)N1CCCc2ccccc21 | i | -2% | 8.7% | -17% | -20% | -14% | x | x | 3%
Cc1c(NC(=S)NC(=O)c2ccccc2Cl)c(=O)n(-c2ccccc2)n1C | i | 1% | -0.8% | 12% | -2% | -1% | 7% | 22 | 1%
Cc1noc(/C=C/N(C)C)c1S(=O)(=O)N1CCCC(C(=O)N2CCc3ccccc32)C1 (stereo not given) | i | 0% | -0.1% | -7% | 8% | 9% | u | 15 | 3%
Cc1cc(N2CCN(C)CC2)nc2ccc(NC(=O)CCC(=O)NCCC(C)C)cc12 | i | 5% | 0.2% | x | 0% | 2% | u | 1 | 8%
O=C(Nc1nccs1)OCc1ccccc1 | i | 8% | 8.3% | 39% | 3% | 18% | 0% | 47 | 9%

IL1B secr inh, entries above that show a hit
smiles,TGFb inhibitor,IL1B secr inh
Cc1ccc2sc(C)[n+](CCO)c2c1,8%,-71*

(more compounds)
Molecule | S2 tox | TGFb inhibitor | Nrf2 activator | ATXN2 expr inh | HepG2 viability | Nrf2 block | MCF10A rerep | IL1B secr inh | A549 tox
Cc1ccc(O)c(C=Nc2ccc3[nH]ncc3c2)c1 | i | u | 0.3% | -25% | -10% | -13% | 0% | -7 | 2%
Cc1ccc2c(CN3CCN(c4ccccc4F)CC3)cc(=O)oc2c1 | i | -14% | -0.2% | 2% | 7% | x | x | 0 | x
Cc1cccc(NC(=O)Cn2cc(C(=O)C3CC3)c3ccccc32)c1 | i | -13% | 0.0% | 0% | -8% | 2% | 2% | 0 | -3%
C=CCOc1ccc(C2NC(=S)NC(C)=C2C(=O)c2ccccc2)cc1OC (stereo not given) | i | 0% | -0.5% | -6% | -26% | 0% | 3% | 11 | -6%
C/C(=C\c1ccc(F)cc1)C(=O)c1c(C)cc(C)[nH]c1=O | u | 13% | 2.6% | x | -3% | -26% | -3% | -20 | -4%
Cc1ccc(NC(=O)C(C)Oc2ccccc2)cc1S(=O)(=O)N1CCCCCC1 (stereo not given) | i | u | 5.6% | x | -36% | u | 13% | -11 | -3%
O=C1NC2=C(CCc3ccccc32)C(c2ccc(Br)cc2)N1 (stereo not given) | i | u | 9.2% | -24% | -17% | u | u | -5 | u
Cc1ccc(SCC(=O)Nc2ccc3oc(-c4ccccc4C)nc3c2)cc1 | i | -6% | 5.3% | 4% | -16% | 22% | x | x | 1%
Cc1onc(-c2ccccc2)c1C(=O)Nc1nnc(C(C)(C)C)s1 | i | 5% | 0.4% | 4% | 10% | -27% | 7% | 27 | -18%
Cc1ccc(-c2noc(CCC(N)=O)n2)cc1 | i | 2% | 0.6% | 22% | -2% | 1% | -191%[0.0737 µM] | -2 | 0%
Cc1cc(Oc2ccc(N)cn2)ccc1Cl | u | 2% | 0.2% | 7% | -24% | u | 0% | -4 | -5%
CC1=C(c2ccc(C)cc2)S(=O)(=O)N(Cc2ccc(C(=O)NCc3cccc(C)c3)cc2)C1=O | x | -16% | 0.6% | x | 0% | u | x | x | 0%
CC1CCN(c2ccc(S(=O)(=O)Nc3cc(C(=O)O)cc(C(=O)O)c3)cc2[N+](=O)[O-])CC1 | i | -1% | -0.6% | -2% | 1% | 1% | 1% | 27 | -5%
O=C(Nc1nccs1)c1cc(S(=O)(=O)N2CCOCC2)ccc1Cl | i | 6% | 0.2% | 6% | 3% | 2% | -10% | -22 | -6%
Nc1nc(SCC(=O)Nc2ccc(Oc3ccccc3)cc2)n[nH]1 | i | 0% | 0.2% | 1% | -25% | 1% | -4% | 10 | -6%
O=C(Nc1ccccc1C(=O)O)c1cncc(Br)c1 | x | 0% | 0.3% | x | -3% | -15% | 9% | 71 | -8%
Cc1ccc(NC(=O)CCNS(=O)(=O)c2ccc3c(c2)CCCC(=O)N3)cc1 | i | -1% | -0.8% | -10% | -23% | -1% | x | x | -4%
Cc1cccc(C)c1Nc1nnc(SCc2nc3ccccc3c(=O)[nH]2)s1 | i | -13% | 13% | -23% | -50% | -10% | u | 29 | 15%
COC(=O)[C@@H]1C[C@@]2(O)[C@H](O)[C@H](O)[C@H](O)C[C@H]2N1CC1CC1 | i | 10% | -0.4% | 6% | -4% | 15% | -1% | 0 | 13%
Cc1c(Nc2ncccc2C(=O)O)cccc1C(F)(F)F | i | 3% | 0.1% | 16%&3% | 2% | 5% | -11% | 22 | -1%
Cc1ncoc1C(=O)N1CCCC(C(=O)c2cccc(OC(C)C)c2)C1 (stereo not given) | i | 4% | -0.9% | 1% | 5% | 9% | 14% | 6 | -1%
CSc1ccccc1NC(=S)Nc1ccc(S(N)(=O)=O)cc1 | i | 12% | -0.2% | -3% | 5% | 7% | 3% | -8 | 3%
CCOc1cc(C(=O)OCC(=O)c2c(N)n(C)c(=O)n(C)c2=O)cc(OCC)c1OCC | i | 0% | -0.4% | 12% | 3% | -22% | 3% | 12 | -14%
CCSc1ncc(Cl)c(C(=O)N(Cc2ccccc2)c2ccc(OC)cc2)n1 | x | x | 2.2% | x | -27% | u | x | x | -9%
C=CCN(c1ccccc1)S(=O)(=O)c1cccc(C(=O)NC2CCN(Cc3ccccc3)CC2)c1 | i | u | 0.0% | u | -22% | u | u | -54* | u
O=C(Cc1ccsc1)N1CCN(S(=O)(=O)c2ccccc2F)CC1 | i | -2% | -0.1% | 4% | -1% | 5% | 0% | 15 | 9%
Cc1ccc(-n2c(SCC(N)=O)nnc2-c2ccc(S(=O)(=O)N3CCCCC3)cc2)c(C)c1 | i | 11% | 0.0% | -8% | -20% | u | -1% | 11 | 3%
O=C(CN1CCC(NC(=O)c2ccc(F)cc2)CC1)NCc1ccccc1F | i | -13% | -0.6% | 11% | 5% | u | -1% | 21 | -13%
Cc1cc(CN(C)C(=O)CC2C(=O)NCCN2Cc2ccc(F)c(F)c2)on1 (stereo not given) | i | 16% | 0.1% | 8% | -14% | -1% | u | 10 | -6%
Nc1ccc(C(=O)N/N=C\c2ccc(OC(=O)c3ccccc3Cl)cc2)cc1 | x | 2% | 2.6% | x | -16% | -48% | 16% | -16 | 5%
Cc1ccc2nc(SCC(=O)Nc3cc(C)on3)nc(=O)n2c1 | i | -2% | 0.2% | 23% | -9% | 0% | -1% | 15 | -5%
O=C(NCCOc1ccccc1-c1ccccc1)c1ccco1 | i | u | 0.7% | 14% | -12% | -3% | 1% | u | 0%
C=CCNC(=S)NNC(=O)CC12CC3CC(CC(C3)C1)C2 | i | -3% | 0.1% | -4% | 8% | 13% | -1% | x | 1%
CC1CCC(NS(=O)(=O)c2ccc(N3CCCC3=O)cc2)CC1 (stereo not given) | i | -14% | -2.0% | -16% | -10% | -9% | 0% | 0 | -8%
CCCCN1C(=O)C(O)(c2c(C)[nH]c3ccccc23)c2ccccc21 (stereo not given) | i | u | 3.7% | -1% | -32% | 1% | x | x | -5%
COc1ccc(CNC(=O)c2cc3c(-c4ccccc4F)nn(C)c3s2)cc1 | i | u | 0.3% | -21% | -6% | u | x | x | 1%
